Screening results: PubChem BioAssay, National Center for Advancing Translational Sciences (NCATS)
GALK inhibitor: galactokinase (human) inhibition; P51570; Purified GALK, Kinase-Glo residual ATP luminescence; Potency, µM (titrated, usually from 57.5 µM), for inactives: at the highest dose activity change, negative = inhibition, usual class: inhibitors; actives 0.007% (n = 270,000); AID 1868; further: potency means the concentration at half of the fitted maximal effect; on the % scale 0 is the no-effect control and ±100 the full control effect
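GALK at 5 nM final was combined with compound, 35 uM ATP and 100 uM galactose in HEPES pH8.0 with MgCl2 and DTT. The reaction ran one hour at room temperature before luminescent ATP detection.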
FBPA coupling cs: inhibits coupling enzyme system, counter-screen for aldolase hits. coupling enzyme system counterscreen, AmpLite Red fluorescence. activity change, negative = inhibition, % at 58.2 µM, hits read low. actives 0.67% (n = 290,000); in the data active means activity change below about -30%; further: on the % scale 0 is the no-effect control and ±100 the full control effect
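Compounds tested against the coupling enzymes alone at 57.5 uM final; readout was AmpLite Red fluorescence (525/598 nm) after 20 min at RT.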
Integrin act MD: activates integrin-mediated alleviation for muscular dystrophy. alpha7betagal myoblasts, beta-gal FDG fluorescence, 48 h. actives 0.064% (n = 350,000). Potency, µM (highest dose often 38.3 µM), inactives show top-dose activation, usual class: activators;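 further: potency means the concentration at half of the fitted maximal effect; 100% = response of the positive control SU9516; nearly all actives have a fitted effect of over 60% in size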
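Alpha7betagal+/- myoblasts (passage 13) were plated 16-24 hr, then exposed to compounds (1:260 dilution of DMSO stock) for 48 hours at 37C. After MPER lysis, β-galactosidase reporter activity was read as FDG fluorescence (ex 480/em 540) after 30 minutes.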
TRPV1 agonist: human TRPV1 agonism; Q8NER1; TRPV1-expressing cells, Fluo-8 calcium influx, agonist mode; activation, % at 8.33 µM; actives 0.19% (n = 320,000); in the data active means activation above about 80%; inconclusive means between about 30% and that limit; further: 0% is about no effect
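TRPV1-expressing cells were cultured overnight at 35.5C and loaded with Fluo-8 calcium dye for 40 to 90 min at room temperature. After a 10 s baseline, compound was added and calcium influx was read kinetically for 3 min (ex 480/em 520 nm).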
KCNH2 3.1 block: blocks the human KCNH2 3.1 channel isoform | activity change, % (tested at about 1.8 µM) | U2OS KCNH2 3.1, thallium flux FluxOr; hits give low values | actives 0.95% (n = 340,000);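 active means maximum activity change below -70%; inconclusive means maximum activity change from -70% to -50%; inactive means maximum activity change above -50%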;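 further: thallium influx rate constant from kinetic fluorescence after stimulation buffer; on the % scale 0 is the no-effect control and ±100 the full control effect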
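Measured as rate of thallium-driven FluxOr signal in transduced U2OS cells carrying the 3.1 channel, read kinetically for 2 min upon stimulation; values are rate constants scaled to DMSO control wells.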
MBNL1-CUG inh: MBNL1-poly(CUG) RNA binding inhibition. TR-FRET MBNL1-His/biotin-(CUG)12 binding, 665/545 ratio. Potency, µM (top dose mostly 57.5 µM), inactives show top-dose activity change, negative = inhibition, hits mostly inhibitors. actives 0.036% (n = 280,000); active means well fitted inhibition curve with a large enough effect in the signal ratio, with a control signal flat, not every such curve was filed as active; inconclusive means small, poorly fitted or top-dose-only effect, or effect the other way, or a change in a side signal; inactive means no such curve, though single readings can be large or run the other way; the % refers to the signal ratio; further: potency means the concentration at half of the fitted maximal effect; on the % scale 0 is the no-effect control and ±100 the full control effect
Target sequence (Q9NR56 whole entry, looked up): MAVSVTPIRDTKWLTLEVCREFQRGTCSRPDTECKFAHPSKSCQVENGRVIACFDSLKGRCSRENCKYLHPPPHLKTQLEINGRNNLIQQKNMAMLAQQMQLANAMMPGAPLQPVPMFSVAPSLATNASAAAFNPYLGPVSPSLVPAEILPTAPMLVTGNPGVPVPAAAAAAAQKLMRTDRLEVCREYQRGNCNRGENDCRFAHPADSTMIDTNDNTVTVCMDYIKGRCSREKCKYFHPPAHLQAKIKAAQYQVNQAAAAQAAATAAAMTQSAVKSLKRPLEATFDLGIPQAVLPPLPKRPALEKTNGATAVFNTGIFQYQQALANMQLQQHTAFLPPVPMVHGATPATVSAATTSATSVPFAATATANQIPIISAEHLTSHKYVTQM
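TR-FRET between His-tagged MBNL1 and biotin-(CUG)12 RNA, detected with Tb anti-His antibody (0.055 ng/ul) and streptavidin-XL665 (5 nM), 60 min at room temperature. Compounds titrated 92 nM to 58 uM; 665/545 nm ratio normalized to buffer and complex controls.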
MLL CXXC-DNA inh: blocks binding of human MLL CXXC domain to DNA; MLL-CXXC / FITC-HOXA9 DNA fluorescence polarization; Potency, µM (titrated, usually from 115 µM), without a hit: top-dose activity change, negative = inhibition, hits mostly inhibitors; actives 0.037% (n = 290,000); active means well fitted inhibition curve with a large enough effect in the polarisation, with a control signal flat, not every such curve was filed as active; inconclusive means small, poorly fitted or top-dose-only effect, or effect the other way, or a change in a side signal; inactive means no such curve, though single readings can be large or run the other way; the % refers to the polarisation; further: potency means the concentration at half of the fitted maximal effect
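Purified MLL-CXXC (added from a 7 uM solution) was preincubated 5 min at ambient with pinned compounds in 50 mM Tris-HCl pH 7.5, 50 mM NaCl, 1 mM DTT, 0.05% BSA. Fluorescein-labeled HOX-A9 DNA (50 nM solution) followed, 30 min, then polarization read.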
S-ASM inh: blocks human secretory acid sphingomyelinase. Potency, µM (titrated, usually from 57.5 µM), inactives show at the top dose activity change, negative = inhibition, actives largely listed as inhibitors. actives 0.006% (n = 340,000). placental ASM, HMU-PC fluorogenic substrate, 60 min. P17405; further: potency means the concentration at half of the fitted maximal effect
Target sequence (P17405 47-631 limits assumed): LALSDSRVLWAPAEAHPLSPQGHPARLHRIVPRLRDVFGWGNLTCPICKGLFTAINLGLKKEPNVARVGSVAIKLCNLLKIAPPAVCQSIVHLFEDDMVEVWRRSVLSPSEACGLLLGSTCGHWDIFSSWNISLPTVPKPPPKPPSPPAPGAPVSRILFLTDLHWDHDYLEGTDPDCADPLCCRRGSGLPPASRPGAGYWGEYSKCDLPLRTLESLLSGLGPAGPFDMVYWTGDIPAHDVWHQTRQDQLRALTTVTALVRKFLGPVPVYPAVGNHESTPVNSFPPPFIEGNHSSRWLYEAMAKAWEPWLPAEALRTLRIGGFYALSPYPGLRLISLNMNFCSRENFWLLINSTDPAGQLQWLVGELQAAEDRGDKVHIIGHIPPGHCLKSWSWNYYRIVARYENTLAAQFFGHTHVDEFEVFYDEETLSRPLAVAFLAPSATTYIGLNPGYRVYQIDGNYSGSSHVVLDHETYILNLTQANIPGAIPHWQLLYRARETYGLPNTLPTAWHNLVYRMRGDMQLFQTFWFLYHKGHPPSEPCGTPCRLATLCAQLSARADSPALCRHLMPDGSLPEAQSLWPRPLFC
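Human placenta-derived ASM preincubated with compound 10 min at room temperature, then reacted with 9 uM (final) fluorogenic HMU-PC substrate for 60 min at 37 C. Stop solution raises pH to 10; fluorescence read at Ex 386/Em 447 nm.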
A-T KAP1 phos: potential ataxia-telangiectasia treatments restoring KAP-1 phosphorylation. […] A-T fibroblasts, KAP-1 phosphorylation AlphaLISA; neocarzinostatin DNA damage 30 min before lysis. Potency, µM (top dose mostly 57.5 µM), for the others: at the top dose activation, most hits filed as activators. actives 0.19% (n = 320,000); further: potency means the concentration at half of the fitted maximal effect; % of control where 0% means no effect; nearly all actives have a fitted effect of over 45% in size
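hTERT-immortalized A-T patient fibroblasts ([…]), 500 cells/well in OPTI-MEM, 1% FBS, got compounds for 60 min, then NCS for 30 min at 37C. Lysates were then assayed for phospho-KAP-1 by AlphaLISA (anti-pKAP1 donor, anti-KAP1 acceptor beads), 6 hr at 25C.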
KCNH2 WT inh: blocks the wildtype human KCNH2 potassium channel. Q12809. U2OS, BacMam KCNH2, thallium flux FluxOr; hits give low values. activity change, % at 1.84 µM. actives 0.37% (n = 340,000);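 active means maximum activity change below -70%; inconclusive means maximum activity change between -70% and -50%; inactive means maximum activity change above -50%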; further: on the % scale 0 is the no-effect control and ±100 the full control effect
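U2OS cells were transduced with wild-type KCNH2 virus (2.03 x 10^8 / mL) for 4 h at room temperature, then cultured overnight at 37 C. Thallium flux was read with FluxOr dye. Rate constants were normalized to DMSO controls.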
* marks the source's active call; other numbers are inactive results; & = joins results of further samples; [ ] = another dose, or the depositor's remark. Unless noted, the call rests on the fitted dose curve; in most records, active means well fitted curve in the direction sought with a large enough effect; inconclusive means small, poorly fitted or top-dose-only effect, or another doubt; inactive means no such curve, though single readings can be large; an effect the other way counts as inactive or inconclusive.

Results for Cc1ccc(C)n1-c1ccc(-c2ccnc(N)n2)cc1 ?
GALK inhibitor: 6%; FBPA coupling cs: 0; Integrin act MD: -33%; TRPV1 agonist: -1; KCNH2 3.1 block: 8; MBNL1-CUG inh: 11%; MLL CXXC-DNA inh: -1%; S-ASM inh: 94%[activator]; A-T KAP1 phos: -4%; KCNH2 WT inh: 6

Results for CCOC(=O)c1[nH]c(C(=O)O)c(CCN(CC)CC)c1C ?
GALK inhibitor: -2%; Integrin act MD: 0%; TRPV1 agonist: -2; KCNH2 3.1 block: 2; MBNL1-CUG inh: 4%; MLL CXXC-DNA inh: -2%; S-ASM inh: 2%; A-T KAP1 phos: 3%; KCNH2 WT inh: -5

How did CCCCc1ccc(Nc2nc(N3CCOCC3)nc(N3CCOCC3)n2)cc1 do in these assays?
GALK inhibitor: -3%; FBPA coupling cs: 0; Integrin act MD: -66%[inhibitor]; TRPV1 agonist: -3; KCNH2 3.1 block: inconclusive; MBNL1-CUG inh: inconclusive; MLL CXXC-DNA inh: -19%; S-ASM inh: -6%; A-T KAP1 phos: 5%; KCNH2 WT inh: -4

How did CN1C(=O)C(C)(C)c2cc(S(=O)(=O)NCC(=O)NCc3ccccc3)ccc21 do in these assays?
FBPA coupling cs: 1; Integrin act MD: 0%; TRPV1 agonist: -2; KCNH2 3.1 block: 2; MBNL1-CUG inh: 3%; S-ASM inh: 11%; A-T KAP1 phos: -4%; KCNH2 WT inh: -2

How did CCCCOc1ccc(CSC(=N)N)cc1Cl do in these assays?
GALK inhibitor: 10%; FBPA coupling cs: 0; Integrin act MD: -80%[inhibitor]; TRPV1 agonist: 1; KCNH2 3.1 block: -2; MBNL1-CUG inh: -1%; MLL CXXC-DNA inh: -4%; S-ASM inh: 1%; A-T KAP1 phos: -3%; KCNH2 WT inh: 9

How did O=C(O)c1cc(-c2ccc(Cl)cc2)n(-c2cccc(Cl)c2)n1 do in these assays?
GALK inhibitor: 2%; FBPA coupling cs: 8; Integrin act MD: 5%; TRPV1 agonist: 2; KCNH2 3.1 block: -28; MBNL1-CUG inh: -23%; MLL CXXC-DNA inh: 15%; S-ASM inh: 14%; A-T KAP1 phos: -16%; KCNH2 WT inh: 1

Results for COc1ccccc1N1CCN(Cc2cn[nH]c2-c2ccc(F)cc2)CC1 ?
GALK inhibitor: 1%; FBPA coupling cs: 8; Integrin act MD: -16%; KCNH2 3.1 block: -16; MLL CXXC-DNA inh: -4%; S-ASM inh: 0%; A-T KAP1 phos: -1%; KCNH2 WT inh: 5

How did CCOC(=O)c1oc2cc(OCC(N)=O)ccc2c(=O)c1-c1ccc(OC)c(OC)c1 do in these assays?
GALK inhibitor: 0%&-4%; FBPA coupling cs: 1&8; Integrin act MD: -14%; TRPV1 agonist: -1&-1; KCNH2 3.1 block: -16; MBNL1-CUG inh: inconclusive; MLL CXXC-DNA inh: -1%&-13%; S-ASM inh: -1%; A-T KAP1 phos: -1%; KCNH2 WT inh: 33

Results for O=C(CSc1cn(CCNC(=O)c2cccs2)c2ccccc12)NC1CCCC1 ?
GALK inhibitor: -2%; FBPA coupling cs: 0; Integrin act MD: 22%; TRPV1 agonist: 21; KCNH2 3.1 block: -5; MBNL1-CUG inh: -1%; MLL CXXC-DNA inh: -6%; S-ASM inh: -4%; A-T KAP1 phos: 10%; KCNH2 WT inh: -4

Results for Cc1ccc(S(=O)(=O)NNC(=O)c2c(O)c3ccccc3[nH]c2=O)cc1 ?
GALK inhibitor: 0%; FBPA coupling cs: 3; Integrin act MD: 22%; TRPV1 agonist: -5; KCNH2 3.1 block: 0; MLL CXXC-DNA inh: -3%; S-ASM inh: -1%; A-T KAP1 phos: -1%; KCNH2 WT inh: 1

Results for CCN(CC1COc2ccccc2O1)C(=O)c1ccc(Cl)c(S(=O)(=O)N2CC(C)OC(C)C2)c1 (configuration not stated) ?
Integrin act MD: -16%; TRPV1 agonist: inconclusive; KCNH2 3.1 block: 0; S-ASM inh: -3%; A-T KAP1 phos: 2%; KCNH2 WT inh: 0

How did Cc1cc(Br)ccc1SCC(=O)OCC(=O)N1CCN(C(=O)c2ccco2)CC1 do in these assays?
GALK inhibitor: 0%; FBPA coupling cs: -10; Integrin act MD: 14%; TRPV1 agonist: 1; KCNH2 3.1 block: -5; MBNL1-CUG inh: -16%; MLL CXXC-DNA inh: -9%; S-ASM inh: 3%; A-T KAP1 phos: -28%; KCNH2 WT inh: -45

What do the screens show for `CC1CCN(c2c(NCc3ccc(C(=O)N4CCc5ccccc54)cc3)c(=O)c2=O)CC1`?
GALK inhibitor: 3%; FBPA coupling cs: -2; Integrin act MD: -14%; TRPV1 agonist: inconclusive; KCNH2 3.1 block: -12; MBNL1-CUG inh: -11%; MLL CXXC-DNA inh: -10%; S-ASM inh: -7%; A-T KAP1 phos: -4%; KCNH2 WT inh: 4

How did CC(=O)c1cccc(NC(=O)c2cccc3ccccc23)c1 do in these assays?
GALK inhibitor: -4%; FBPA coupling cs: 0; Integrin act MD: 14%; TRPV1 agonist: 20; KCNH2 3.1 block: 9; MBNL1-CUG inh: 17%; MLL CXXC-DNA inh: 6%; S-ASM inh: -1%; A-T KAP1 phos: 7%; KCNH2 WT inh: -26

How did c1ccc(Cn2nnc(CNc3ccccc3)c2-c2c(CNc3ccccc3)nnn2Cc2ccccc2)cc1 do in these assays?
GALK inhibitor: 0%; FBPA coupling cs: -1; Integrin act MD: 0%; TRPV1 agonist: 2; KCNH2 3.1 block: -10; MBNL1-CUG inh: -4%; MLL CXXC-DNA inh: -1%; S-ASM inh: -1%; A-T KAP1 phos: -23%; KCNH2 WT inh: -4

How did CCc1ccc(CNc2ccc(O)cc2)cc1 do in these assays?
GALK inhibitor: -2%; FBPA coupling cs: -58*; Integrin act MD: -59%[inhibitor]; TRPV1 agonist: 3; KCNH2 3.1 block: -3; MBNL1-CUG inh: inconclusive; MLL CXXC-DNA inh: 3%; S-ASM inh: -6%; A-T KAP1 phos: 10%; KCNH2 WT inh: -3

How did CC(Sc1ccccc1)C(=O)NCC(c1ccco1)N1CCCCC1 (configuration not stated) do in these assays?
Integrin act MD: -19%; TRPV1 agonist: 2; KCNH2 3.1 block: 7; S-ASM inh: 0%; A-T KAP1 phos: -1%; KCNH2 WT inh: 17

What do the screens show for `CC(C)Nc1nnc(SCC(=O)NCc2ccc3c(c2)OCO3)s1`?
GALK inhibitor: 7%; FBPA coupling cs: 1; Integrin act MD: inconclusive; TRPV1 agonist: -3; KCNH2 3.1 block: -32; MBNL1-CUG inh: 0%; MLL CXXC-DNA inh: 9%; S-ASM inh: 1%; A-T KAP1 phos: -12%; KCNH2 WT inh: -14

Results for O=C(Nc1ccc2c(c1)Cc1ccccc1-2)c1ccccc1F ?
Integrin act MD: 5%; KCNH2 3.1 block: -9; S-ASM inh: 7%; KCNH2 WT inh: 10

How did Cc1ccccc1CN1CCN(S(C)(=O)=O)CC1 do in these assays?
GALK inhibitor: -1%; FBPA coupling cs: -1; Integrin act MD: -11%; TRPV1 agonist: -1; KCNH2 3.1 block: 3; MBNL1-CUG inh: -16%; MLL CXXC-DNA inh: 13%; S-ASM inh: 2%; A-T KAP1 phos: 2%; KCNH2 WT inh: 7

What do the screens show for `O=C(CNC(=O)c1ccc(Cl)c([N+](=O)[O-])c1)OCN1C(=O)c2ccccc2C1=O`?
Integrin act MD: -7%; TRPV1 agonist: 1; KCNH2 3.1 block: 6; A-T KAP1 phos: -12%; KCNH2 WT inh: -5

Results for CC(=O)N1CCN(CCN=CC2=C(O)CC(C)(C)CC2=O)CC1 ?
GALK inhibitor: 1%; FBPA coupling cs: 2; Integrin act MD: -19%; TRPV1 agonist: 1; KCNH2 3.1 block: 9; MBNL1-CUG inh: -1%; MLL CXXC-DNA inh: 6%; S-ASM inh: 6%; A-T KAP1 phos: 2%; KCNH2 WT inh: 8

Results for CCCCn1c(N)c(N(CC(C)C)C(=O)c2ccncc2)c(=O)[nH]c1=O ?
Integrin act MD: -7%; TRPV1 agonist: -4; KCNH2 3.1 block: 9; S-ASM inh: 5%; A-T KAP1 phos: 9%; KCNH2 WT inh: 4

How did CCn1c(NCc2ccccn2)nc2ccccc21 do in these assays?
GALK inhibitor: 2%; FBPA coupling cs: -1; Integrin act MD: inconclusive; TRPV1 agonist: -1; KCNH2 3.1 block: 22; MBNL1-CUG inh: -7%; MLL CXXC-DNA inh: -16%; S-ASM inh: 0%; A-T KAP1 phos: -1%; KCNH2 WT inh: 7

What do the screens show for `NS(=O)(=O)c1cccc(NC(=O)COC(=O)Cn2cc(C(F)(F)F)ccc2=O)c1`?
Integrin act MD: 23%; TRPV1 agonist: 1; KCNH2 3.1 block: 2; S-ASM inh: -1%; A-T KAP1 phos: 0%; KCNH2 WT inh: -3
